# Screens as filed in PubChem BioAssay.
# yeast rad50: NCI yeast anticancer drug screen, S. cerevisiae rad50 strain; growth inhibition, % at 50 µM; hit rate 10% among 79,000; AID 155;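 further: 0% = growth of vehicle-only cultures of the same strain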
#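 Cells are treated with compound, grown, and their growth is then scored against vehicle-only cultures of the same repair-deficient yeast strain.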
# yeast cln2 rad14: NCI yeast anticancer drug screen, S. cerevisiae cln2 rad14 strain. growth inhibition, % at 50 µM. hit rate 8.3% among 78,000. AID 165;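 further: 0% = growth of vehicle-only cultures of the same strain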
#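 Readout is yeast growth inhibition versus vehicle-treated controls, using a strain with cln2 and rad14 alterations exposed to compound.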
# yeast mec2-1: NCI yeast anticancer drug screen, S. cerevisiae mec2-1 strain; growth inhibition, % at 50 µM; hit rate 9% among 79,000;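 further: 0% = growth of vehicle-only cultures of the same strain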
#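 Mutant yeast (mec2-1) grown with compound; growth inhibition relative to vehicle control reported.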
# yeast sgs1 mgt1: NCI yeast anticancer drug screen, S. cerevisiae sgs1 mgt1 strain; growth inhibition, % at 50 µM; hit rate 10% among 78,000;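 further: 0% = growth of vehicle-only cultures of the same strain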
#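 Read-out: growth inhibition vs vehicle controls. Cells: mutant yeast strain deficient in DNA damage repair.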
# mlh1 rad18: NCI yeast anticancer drug screen, S. cerevisiae mlh1 rad18 strain | % growth inhibition at 50 µM | hit rate 11% among 79,000;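 further: 0% = growth of vehicle-only cultures of the same strain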
#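 Genetically defined yeast (DNA repair-deficient) exposed to compounds; growth inhibition determined relative to vehicle.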
# bub3: NCI yeast anticancer drug screen, S. cerevisiae bub3 mutant strain. % growth inhibition at 50 µM. hit rate 9.9% among 78,000. AID 167;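 further: 0% = growth of vehicle-only cultures of the same strain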
#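 Screening used yeast with an engineered genetic alteration affecting cell cycle control. Compound-exposed cultures were compared with vehicle cultures, and reduced growth was taken as inhibition.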
# * = called active by the depositor; x = not tested or not shown; & = joins results of further samples. No stated cut-off is given here; in the data, active means growth inhibition above about 70%; inactive means the rest.
# The opening 4 entries, to show the layout:
SMILES,yeast rad50,yeast cln2 rad14,yeast mec2-1,yeast sgs1 mgt1,mlh1 rad18,bub3
CCC(C(=O)O)N1C(=O)c2ccccc2C1=O (stereo not given),-5,-8,-9,-6,2,-8
CC(=O)N(C)CC(c1c(C)[nH]c2ccccc12)c1c(C)[nH]c2ccccc12,15,-4,-12,2,41,18
CN(C)Cc1cc(C(=O)c2ccccc2)c(O)cc1O,-38,-24,-4,-1,13,-2
CCCCCCCCCC(=O)NNC(=O)C(C)C(O)C(C)C(=O)NNC(=O)CCCCCCCCC (stereo not given),14,-14,1,8,-6,-1

# Results, repeating the preview:
SMILES,yeast rad50,yeast cln2 rad14,yeast mec2-1,yeast sgs1 mgt1,mlh1 rad18,bub3
CCC(C(=O)O)N1C(=O)c2ccccc2C1=O (stereo not given),-5,-8,-9,-6,2,-8
CC(=O)N(C)CC(c1c(C)[nH]c2ccccc12)c1c(C)[nH]c2ccccc12,15,-4,-12,2,41,18
CN(C)Cc1cc(C(=O)c2ccccc2)c(O)cc1O,-38,-24,-4,-1,13,-2
CCCCCCCCCC(=O)NNC(=O)C(C)C(O)C(C)C(=O)NNC(=O)CCCCCCCCC (stereo not given),14,-14,1,8,-6,-1
O=c1cc(CCl)nc2c3ncn(C4OC(CO)C(O)C4O)c3ncn12 (stereo not given),-12,-6,-16,0,-1,-8
COc1ccc(N(C)CN(C)c2nc(N(C)C)nc(N(C)C)n2)cc1,-68,-45,-31,-43,-63,-61
CCC(=O)Nc1cc(Cl)ccc1Cl,34,10,12,10,11,-9
Cc1ccc2c(c1)CN(C)CO2,-15,-51,6,6,-24,-18
N#CCCCCCOCCOCCOCCOCCOCCCCCC#N,13,13,13,-10,19,-2
CC(C)CSCC1OC(n2cnc3c(N)nccc32)C(O)C1O (stereo not given),-6,10,-14,-8,-20,-13
CCOC(=O)C1=C(C)NC2=C(C(=O)N(c3ccccc3)C2c2ccccc2)C1c1ccccc1 (stereo not given),72*,66,56,63,54,49
CSc1cc2c(cc1[N+](=O)[O-])C(=O)c1cc(F)ccc1-2,9,-6,18,4,5,3
CC(C)CCC[C@@H](C)[C@H]1CC[C@H]2[C@@H]3CC[C@H]4C[C@H](N)CC[C@]4(C)[C@H]3CC[C@]12C,27,19,46,-2,40,15
CCCC(=O)Oc1ccc(C2(c3ccc(OC(=O)CCC)cc3)OC(=O)c3ccccc32)cc1,-7,12,-11,-7,-7,-3
CCOC(=O)/N=c1/nc(N(C)C)ss1,-19,-20,-30,4,-5,-9
CCOC(=O)C12CCOC1(OC)NC(=O)C=C2C(=O)OC (stereo not given),0,1,16,-9,-23,13
Cc1cn(C2CC3OP(=O)(C(C)(C)C#N)OCC3O2)c(=O)[nH]c1=O (stereo not given),10,10,-2,6,17,11
CC(=O)O[C@@H](c1nccn1Cc1ccccc1)[C@H]1OC(C)(C)O[C@@H]1[C@H]1COC(C)(C)O1,-7,16,-32,4,-12,-34
COc1ccc(CCC2(C)OCCCO2)cc1,10,-7,-1,-1,17,-6
O=C[C@@H](CO)O[C@H](C=O)c1c[nH]c(=O)[nH]c1=O,-24,-10,-13,-24,-55,-37
Cc1nc(C)c(C(=O)NN)cc1C(=O)NN,9,7,-4,-5,-15,-1
COc1cc(C=O)c([N+](=O)[O-])cc1O,-5,-6,23,-1,11,0
COC(=O)[C@@H](CO)NC(=O)OC(C)(C)C,-28,22,-15,-24,-13,9
O=C(N/N=C/c1cc(-c2ccccc2Cl)c(-c2ccccc2Cl)o1)c1ccncc1,14,28,24,38,28,27
CC(=O)OCC1OC(n2c(-c3ccccc3)cc(-c3ccccc3)c(C#N)c2=O)C(OC(C)=O)C(OC(C)=O)C1OC(C)=O (stereo not given),-1&-14,1&24,7&-4,3&2,-2&16,4&5
O=C(CSCSCC(=O)Nc1ccc(C2=NCCN2)cc1)Nc1ccc(C2=NCCN2)cc1,35,-6,18,37,20,18
COC1=NC2=NC(OC)=NC3=C(Br)C=C(Br)C(=N1)N23,18,19,10,-2,24,0
CCCCNCc1ccco1,-3,2,-14,0,0,7
COc1ccc(OC)c(NC(=O)Oc2ccc3ccccc3c2)c1,12,10,8,14,14,10
O=C1C/C(=C/c2ccc(Cl)cc2Cl)C(=O)N1c1ccccc1,5,-65,9,3,5,12
CN(C)c1ccc(C(Cc2ccccc2)C2NC(=S)NC2=O)cc1 (stereo not given),-6,11,-34,11,-40,8
O=CC(=O)C(O)C(O)C(O)CO (stereo not given),10,0,23,26,19,-5
CN(C)Nc1cc(N)c(N=Nc2ccccc2)c(=O)[nH]1,-22,0,8,12,11,-8
CCCCCCCCCCCCCCCCSC(=N)N,25,14,21,56,38,40
O=C1NC(Cc2ccc(O)cc2)C(=O)N2CCCC12 (stereo not given),1,0,-3,-35,-14,-18
CCc1cc(COC(C)=O)on1,5,-36,-18,-8,-3,-2
Cn1c(=S)c2[nH]c(SCCN3C(=O)c4ccccc4C3=O)nc2n(C)c1=O,18,-32,-11,11,25,6
CC(=O)c1ccc(N2C(=O)C/C(=C/c3ccccc3O)C2=O)cc1,16,-21,0,9,17,5
NC(N)=NC(N)=Nc1ccccc1Br,-21,-26,-20,-4,-4,7
S=c1n(-c2ccc(Cl)cc2)c2nc3ccccc3nc(/c2=N\Nc2cc(Cl)ccc2Cl)n1-c1ccc(Br)cc1,50,76*,84*,78*,68,85*
C=C(C)C1CC=C(C)/C(=N\O)C1 (stereo not given),-5,3,-10,-17,-6,15
O=C1CCCCCN1c1ccccn1,5,7,-17,8,24,1
CCC(=O)OCCCOC(=O)CC,1,29,6,16,-12,-14
O=C1C2C3C=CC(C3)C2C(=NS(=O)(=O)c2ccccc2)C2C3C=CC(C3)C12 (stereo not given),85*,22,90*,91*,73*,53
CC1CCN(C(=S)[S-])CC1.CC1CCN(C(=S)[S-])CC1.[Zn],59,34,9,54,33,6
NC(=O)c1ccc2c(=O)c(C(=O)O)c[nH]c2c1,20,12,4,8,12,3
CN(NC(=O)CCCl)C1=NCCCCN1,-7,44,-18,-5,19,0
O=C(NNc1ccnc2cc(Cl)ccc12)/C(=C/c1ccc2c(c1)OCO2)NC(=O)c1ccccc1,91*,80*,77*,87*,93*,59
c1cc(CSC2=NCCN2)ccc1CSC1=NCCN1,-8,-24,9,-9,-4,9
O=S(=O)(O)c1cc(S(=O)(=O)O)c2c(N=Nc3cccc4ccccc34)c(O)ccc2c1,1,-18,-9,-35,2,-36
CC1OCC2OC(C)OC(C(C3C(=O)CC(C)(C)CC3=O)C3C(=O)CC(C)(C)CC3=O)C2O1 (stereo not given),17,-8,6,19,23,26
O=C1C=C(N2CCN(c3ccccn3)CC2)C(=O)c2c(O)ccc(O)c21,84*,26,65,83*,72*,89*
c1ccc(Nc2nnc3nc(-c4ccccc4)c(-c4ccccc4)nn23)cc1,65,33,55,92*,70*,36
CC(=O)COC(C)=O,40,-5,-16,5,13,3
Nc1c[nH]c(=S)s1,37,1,19,55,51,40
COC(=O)NCC(OC(=O)c1cc2c(cc1I)OCO2)C1=CCCCC1 (stereo not given),54,29,30,38,29,49
c1ccc(-n2ncc3c(NCc4ccco4)ncnc32)cc1,17,64,18,8,23,2
CN(C)C(=O)C1C2CCC(C3CC32)C1C(=O)N(C)C (stereo not given),23,24,12,37,23,25
Cc1ccc(NS(=O)(=O)c2ccc(C)cc2)cc1,38,22,14,27,47,29
Oc1ccc2c(c1)-c1c(c3cc(O)ccc3n1CCN1CCOCC1)CC2,-1,14,-3,11,-52,11

# An excerpt from above, reduced to bub3.
molecule | bub3
C=C(C)C1CC=C(C)/C(=N\O)C1 (stereo not given) | 15
O=C1CCCCCN1c1ccccn1 | 1
CCC(=O)OCCCOC(=O)CC | -14
O=C1C2C3C=CC(C3)C2C(=NS(=O)(=O)c2ccccc2)C2C3C=CC(C3)C12 (stereo not given) | 53
CC1CCN(C(=S)[S-])CC1.CC1CCN(C(=S)[S-])CC1.[Zn] | 6

# A section from further up, as a working copy:
SMILES,yeast rad50,yeast cln2 rad14,yeast mec2-1,yeast sgs1 mgt1,mlh1 rad18,bub3
O=S(=O)(O)c1cc(S(=O)(=O)O)c2c(N=Nc3cccc4ccccc34)c(O)ccc2c1,1,-18,-9,-35,2,-36
CC1OCC2OC(C)OC(C(C3C(=O)CC(C)(C)CC3=O)C3C(=O)CC(C)(C)CC3=O)C2O1 (stereo not given),17,-8,6,19,23,26
O=C1C=C(N2CCN(c3ccccn3)CC2)C(=O)c2c(O)ccc(O)c21,84*,26,65,83*,72*,89*
c1ccc(Nc2nnc3nc(-c4ccccc4)c(-c4ccccc4)nn23)cc1,65,33,55,92*,70*,36
CC(=O)COC(C)=O,40,-5,-16,5,13,3

# (more compounds)
SMILES,yeast rad50,yeast cln2 rad14,yeast mec2-1,yeast sgs1 mgt1,mlh1 rad18,bub3
ClC(Cl)(Cl)C1CCC2CCCC21 (stereo not given),4,6,-24,-3,-1,-9
CC(=O)OC1CCC23COC(CC(C)C2C)C3(Br)C1 (stereo not given),-20,52,4,1,2,-5
CCCCOP(=O)(Nc1ccc([N+](=O)[O-])cc1)OCCCC,94*,74*,86*,91*,88*,77*
CC(=O)NCCn1nc(-c2ccc(Cl)cc2)c(-c2ccc(Cl)cc2)c(C(C)=O)c1=O,63,60,56,47,54,20
CCCC1SC(=S)N(c2ccc(Cl)cc2)C1=O (stereo not given),18,9,22,26,10,-2
Cc1cc(O)c2c(c1)OC1(C)CCC3C(C)(C)CCCC34COC2C14 (stereo not given),90*,89*,88*,91*,89*,85*
Cc1cc([N+](=O)[O-])ccc1N,32&9,38&17,12&-3,37&-27,2&3,-5&5
O=C1CS(=O)(=O)C2(CCCCC2)C(=O)N1,-15,-42,-6,-12,-28,-3
CS(=O)(=O)c1nsc(S(C)(=O)=O)c1C#N,-9,10,1,6,12,6
COc1cc(N)ccc1Nc1c2ccccc2nc2ccccc12,36,81*,42,85*,66,63
CC1(C)OC(=O)C=C[C@@]2(C)C1CC(=O)C1(C)C2CCC2(C)C(c3ccoc3)OC(=O)[C@H]3O[C@]321 (stereo not given in full),3,10,-24,11,-6,-7
CCOC(=O)N(C)N=NC,-27,-3,-10,-6,-14,-11
CSCSCC(NC(=O)c1ccccc1)C(=O)O (stereo not given),-12,-26,17,-5,-21,-11
O=C(/C=N\O)c1ccccc1[N+](=O)[O-],-6,-37,-5,8,-19,-1
Cc1cccc2c1Oc1ccccc1C2NS(=O)(=O)c1ccc([N+](=O)[O-])cc1 (stereo not given),28,5,22,11,44,1
Clc1ccc2nc3ccccc3nc2c1,95*,81*,87*,80*,94*,92*
COC(=O)c1ccccc1Nc1c2ccc(Cl)cc2nc2c1c(C)nn2C,-6,-41,-13,-22,-10,-2
CCCCCCc1cc2cc(-c3csc(CC#N)n3)c(=O)oc2cc1O,13,-7,14,-29,-32,-33
CCSCCC(Nc1ncnc2nc[nH]c12)C(=O)O (stereo not given),-18,-17,9,-6,-19,-5
CCOC(=O)/C=C1\NCCc2ccccc21,-7,24,1,8,5,5
O=C(Nc1cccc(C(F)(F)F)c1)OCCOc1ccc(Cl)cc1,99*,98*,99*,99*,98*,99*
N/N=C(\C(=O)Nc1c(Cl)cc([N+](=O)[O-])cc1Cl)C(c1cnc2ccc([N+](=O)[O-])cc2n1)[N+](=O)[O-] (stereo not given),-39,15,1,10,-27,-24
CC(CS(C)(=O)=O)S(=O)(=O)Cc1ccccc1 (stereo not given),-2,-29,6,3,0,6
c1ccc(-c2ccc3ccccc3c2)cc1,7,-3,-7,-3,-14,-1
CCc1cc2c(O)c(c1)Cc1cc(CC)cc(c1O)Cc1cc(CC)cc(c1O)Cc1cc(CC)cc(c1O)Cc1cc(CC)cc(c1O)Cc1cc(CC)cc(c1O)Cc1cc(CC)cc(c1O)C2,7,6,27,20,17,7
CCCCCCNC(=O)C1=C(C)NC(C)=C(C(=O)NCCCCCC)C1,5,-25,1,-6,-42,7
CCn1c(=O)n(C)c(=O)c2c1ncn2C,-7,-33,-9,-1,2,1
CCOc1ccccc1/C=C(/C#N)C(N)=O,11,-30,0,-27,-1,-50
CCS(=O)(=O)/C=C(\C(=O)c1ccccc1)c1ccccc1,83*,47,93*,94*,93*,90*
O=C(O)CCCc1ccc2c(c1)OCO2,20,-14,24,22,10,4
CCCC1CCCCN1Cc1ccccc1 (stereo not given),0,1,4,-2,-6,6
NC(=O)NCNC(N)=O,-17,2,-4,-18,1,-31
CC(C)(C)OC(=O)NC(Cc1ccccc1)C(=O)NN (stereo not given),3,-10,8,-7,0,8
Cc1ccc2c(c1)C(O)(CC(=O)c1ccccc1)C(=O)N2 (stereo not given),35,-48,1,7,1,-7
C[n+]1ccccc1/C=C/c1cccc(O)c1,14,x,-20,x,18,x
CC1=CCCC2C1(C)CCC(C)C2(C)Cc1cc(O)ccc1O (stereo not given),89*,89*,91*,90*,88*,89*
C/C(N)=C\c1nc(=O)ccs1,11,25,12,2,13,5
CC(=O)Nc1ccc(C2CC(c3ccc([N+](=O)[O-])cc3)=Nc3ccccc3S2=O)cc1 (stereo not given),-11,12,-8,-20,-9,-11
